XIAP antagonists: XIAP antagonists, biochemical, IAP family, fluorescence polarization (AID 1018); actives 0.007% (n = 200,000); one-dose displacement, % at 20 µM; IC50 in µM for titrated hits; E3 ubiquitin-protein ligase XIAP (Homo sapiens); XIAP BIR domain, fluorescence polarization peptide displacement; higher % means a stronger effect; in the data active means displacement above about 50%; further: a part of the inactive calls stands beside numbers as strong as those of hits
PMI inhibition: human PMI inhibitors, high substrate, primary screen, biochemical, fluorescence intensity, high mannose 6-phosphate (AID 1220) | Mannose-6-phosphate isomerase (Homo sapiens) | recombinant PMI enzyme, coupled fluorescence intensity; higher % means a stronger effect | inhibition, % at 20 µM, or IC50 in µM where a hit was titrated | actives 0.66% (n = 190,000); in the data active means inhibition above about 50%
M1AAP inhibition: P. falciparum M1AAP inhibitors, biochemical, fluorogenic H-Leu-NHMec substrate, 1536-well (AID 1445) | recombinant M1AAP, H-Leu-NHMec fluorogenic kinetic assay; higher % means a stronger effect | actives 0.42% (n = 220,000) | inhibition, % at 30 µM, or IC50 in µM where a hit was titrated;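 active means primary inhibition above the hit cutoff, then over 50% inhibition at one or more dose response concentrations, cut at about 23% in these data, passing the limit was not always enough; inconclusive means conflicting primary data, or primary hits not chosen for dose response; inactive means low primary inhibition, or under 50% at every dose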;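 further: plate controls were DMSO full reaction for no effect and no enzyme background for full effect; strong numbers were not always called active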
ER stress rescue: rescue of cells from ER stress-induced death, primary screen, 384-well, CSM14.1, thapsigargin, ATP luminescence (AID 1222); 190,000 tested, under 10 active; CSM14.1 thapsigargin-induced death rescue, ATP luminescence; higher % means a stronger effect; one-dose cellular ATP content (survival), % at 20 µM; EC50 in µM for titrated hits;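 active means EC50 below 50 µM in the dose-response confirmation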;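 further: death triggered by thapsigargin at about 15 µM added after 2 h compound pretreatment; cell ATP read after overnight thapsigargin exposure of roughly 18 to 22 hours; normalized against plate controls of thapsigargin alone and 5% DMSO vehicle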
Siah-1 displacement: Siah-1 peptide-binding antagonists, primary screen, biochemical, fluorescence polarization, rhodamine-plectin, uHTS (AID 1817). E3 ubiquitin-protein ligase SIAH1 (Homo sapiens). one-dose displacement, % at 20 µM; IC50 in µM for titrated hits. actives 0.02% (n = 290,000). Siah-1 / rhodamine-plectin peptide fluorescence polarization; higher % means a stronger effect;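 active means displacement of at least 50% at 20 µM, with a fluorescence ratio check between 0.3 and a set limit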;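 further: plate controls were Siah plus tracer with DMSO for no effect and tracer alone without Siah for full effect; strong numbers were not always called active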
West Nile virus CPE: West Nile virus antiviral activity, cell-based, CPE readout (AID 1621). West Nile virus-infected cells, CPE inhibition; higher % means a stronger effect. actives 0.02% (n = 290,000). CPE inhibition, % at 10 µM, or IC50 in µM where a hit was titrated; in the data active means a potency from the dose series; inconclusive means CPE inhibition mostly from about 3.7% at the one dose, without a potency; inactive means the rest, 99 in 100 with CPE inhibition below about 2.2%; further: strong numbers were not always called active
M17LAP inhibition: P. falciparum M17LAP inhibitors, primary screen, biochemical, fluorogenic H-Leu-NHMec substrate, 1536-well (AID 1619); actives 0.38% (n = 220,000); recombinant M17LAP, H-Leu-NHMec fluorogenic kinetic assay; higher % means a stronger effect; one-dose inhibition, % at 30 µM; IC50 in µM for titrated hits;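 active means compound inhibiting the enzyme by more than half at any dose during confirmatory dose-response retesting; inconclusive means strong single-dose inhibitors picked by rank but not retested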;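 further: plate controls were full reaction with DMSO carrier for no effect and no enzyme background for full effect; strong numbers were not always called active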
PhoP inhibition: inhibitors of PhoP regulon expression, primary screen, Salmonella Typhimurium, GFP reporter (AID 1863); S. Typhimurium PhoP-regulated promoter GFP reporter, 4 h; higher % means a stronger effect; inhibition, % at 50 µM; hits with a dose series show IC50 in µM; actives 0.16% (n = 300,000);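 active means inhibition over 29.93%, a cutoff 3 SD above the screen mean, later confirmed by dose response; inconclusive means inhibition over 29.93% but no dose response follow-up; inactive means inhibition at most 29.93% or unconfirmed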;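 further: 0% = low Mg2+ inducing control and 100% = high Mg2+ repressing control; strong numbers were not always called active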
Yfh1-off respiration: enhancers of respiration in Yfh1-depleted yeast, dose response, Friedreich's ataxia, plus single-dose screen (AID 1465); actives 0.074% (n = 220,000); one-dose fold induction at 50 µM; EC50 in µM for titrated hits; S. cerevisiae Yfh1-off respiration, WST-1 reduction, 72 h; higher fold induction means a stronger effect;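 active means fold induction of absorbance versus untreated yeast above a set limit, then at least 30% activation at any dose in follow-up; inconclusive means repeats straddling the limit, or above it without dose testing; inactive means fold induction below the set limit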;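 further: activators that raise dye reduction in frataxin-depleted yeast; strong numbers were not always called active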
An asterisk follows results filed as active; i = inactive; ? = inconclusive; / = no result given; & = joins results of further samples. Hits appear at their usual frequency, and some 1.6% of all compounds hit somewhere here.

smiles,XIAP antagonists,PMI inhibition,M1AAP inhibition,ER stress rescue,Siah-1 displacement,West Nile virus CPE,M17LAP inhibition,PhoP inhibition,Yfh1-off respiration
COc1cccc(C(C(=O)NC2CCCCC2)N(CC2CCCO2)C(=O)CNC(=O)c2ccco2)c1 (stereo unspecified),-1.0%,-8%,4%,-2.6%,9%,-1.5%,-6%,-11%,i
CCOC(=O)COc1nc(-c2ccc(Cl)cc2)cc(-c2ccco2)c1C#N,/,/,0%,/,-2%,-0.1%,-15%,-6%,i
CCCCC(=O)NN(C)c1nc(-c2ccccc2)nnc1C(F)(F)F,-5.3%,8%,9%,8.8%,-2%,-0.5%,-7%,-13%,i
COc1ccccc1C(=O)NCC(=O)N/N=C/c1ccc([N+](=O)[O-])cc1,-1.6%,-5%,3%,-1.0%,20%,0.2%,-6%,-5%,i
CCN(CC)CCC(c1cc(OC)c(OC)c(OC)c1)c1c(O)cc(OC)cc1OC (stereo unspecified),/,/,14%,/,-2%,-0.2%,9%,-3%,i
NC(=O)c1ccccc1NC(=O)c1ccccc1Cl,/,/,7%,/,9%,0.3%,12%,-4%,i
CC(C)CNC(=O)CSc1nc2scc(-c3ccccc3)c2c(=O)[nH]1,-1.5%,-14%,4%,-1.1%,1%,-0.8%,0%,-5%,i
CC(C)(C)C(=O)Nc1ccccc1C(=O)OCC(=O)c1ccc2c(c1)OCCO2,-5.8%,23%,3%,5.4%,3%,-0.7%,-10%,-3%,i
Cc1cccc(NC(=O)CN(c2ccc(F)cc2)S(C)(=O)=O)c1,3.1%,/,0%,-0.8%,-3%,-0.7%,11%,8%,i
CC(=O)c1c(C)[nH]c(C(=O)OCC(=O)Nc2cc(C)on2)c1C,-1.9%,8%,-4%,2.2%,-3%,-0.4%,-2%,-4%,i
CS(=O)(=O)N1CCc2cc(C(=O)N3CCCC3)ccc21,-9.6%,-6%,2%,/,11%,-0.1%,-4%,4%,i
CCc1sc(N)nc1-c1ccccc1,-2.5%,-10%,-7%,-1.7%,-4%,-0.8%,-5%,?,i
COc1ccc(/C=C(\C#N)C(=O)N2CCOCC2)cc1Br,-2.1%,9%,17%,-1.5%,2%,/,14%,0%,/
COc1cc(/C=N/O)cc(Br)c1OCc1cccc(Cl)c1,-4.5%,9%,9%,1.3%,-3%,0.1%,2%,-5%,i
CCn1cc([N+](=O)[O-])c(C(=O)N2N=C(c3cccc4ccccc34)CC2c2ccccc2O)n1 (stereo unspecified),-1.8%,16%,-7%,14%,4%,-0.5%,12%,0%,i
O=C(Cn1ccc2ccccc2c1=O)NCCC(=O)Nc1ccc2c(c1)OCCO2,-4.2%,1%,11%,-1.4%,1%,0.0%,24%,-7%,i
CCOc1ccc2nc(-c3cc(NC(C)=O)ccc3O)sc2c1,-7.9%,16%,1%,-1.2%,5%,0.7%,2%,8%,i
Cc1c(C(=O)Nc2nccs2)sc2nc(-c3cccs3)cc(C(F)(F)F)c12,-5.0%,1%,7%,1.5%,4%,0.8%,14%,-1%,i
Cc1cc([N+](=O)[O-])nn1CC(=O)Nc1nc2ccccc2s1,-2.9%,9%,-6%,-0.6%,-2%,0.6%,55%,0%,i
Clc1cccc(C2CCN(Cc3nc(CC4CC4)no3)C2)c1 (stereo unspecified),-0.3%,11%,6%,-0.2%,14%,-1.6%,-10%,3%,i
O=C(NNC(=O)c1cccs1)c1ccc(Br)o1,0.0%,-7%,1%,-1.2%,8%,0.1%,3%,-1%,i
CCCC[N+](CC#Cc1ccccc1)(CCCC)CCCS(=O)(=O)[O-],-8.1%,1%,0%,1.7%,0%,0.5%,4%,-1%,i
COc1ccc(OCC(=O)NCCc2ccc(S(N)(=O)=O)cc2)cc1,-5.7%,0%,3%,-1.5%,-1%,0.6%,-7%,11%,i
ON1C2CCCCC2N(O)C1c1c(F)c(F)c(F)c(F)c1F (stereo unspecified),-3.3%,-23%,0%,-2.3%,6%,-0.8%,-2%,10%,i
CCOC(=O)c1cc(-c2ccccc2)sc1NC(=O)C(C)Sc1nnnn1C (stereo unspecified),0.9%,8%,7%,3.4%,-2%,3.3%,0%,-6%,i

3 compounds from above, showing only PMI inhibition:
canonical_smiles	PMI inhibition
CCc1sc(N)nc1-c1ccccc1	-10%
COc1ccc(/C=C(\C#N)C(=O)N2CCOCC2)cc1Br	9%
COc1cc(/C=N/O)cc(Br)c1OCc1cccc(Cl)c1	9%

Next compounds:
smiles,XIAP antagonists,PMI inhibition,M1AAP inhibition,ER stress rescue,Siah-1 displacement,West Nile virus CPE,M17LAP inhibition,PhoP inhibition,Yfh1-off respiration
COc1ccc(N2C(=O)C(Cl)=C(Nc3ccccc3OC)C2=O)cc1,-4.4%,13%,1%,-2.4%,1%,0.1%,-6%,4%,i
O=C(c1ccccc1F)N(Cc1ccccc1)C1CCS(=O)(=O)C1 (stereo unspecified),4.2%,7%,-2%,0.3%,2%,0.0%,13%,-1%,i
Nc1c(-c2ccccc2)n[nH]c1-c1ccccc1,-4.3%,-10%,6%,-1.6%,-1%,-0.2%,3%,-1%,i
O=C(Nc1cc(C(F)(F)F)ccc1N1CCOCC1)c1c(F)c(F)c(F)c(F)c1F,-9.9%,-2%,8%,-1.8%,0%,/,-1%,-7%,/
COc1ccc(C)cc1NC(=O)COC(=O)Cc1ccc(-c2ccccc2)cc1,-3.8%,8%,3%,-1.6%,-6%,0.3%,-5%,-10%,i
Cc1noc(C)c1COC(=O)C1COc2ccccc2O1 (stereo unspecified),-4.2%,4%,-2%,1.0%,4%,-0.3%,4%,8%,i
Cc1cc(NC(=O)c2sccc2C)n(-c2nc3ccccc3[nH]2)n1,-2.3%,-2%,4%,6.8%,-2%,0.6%,0%,-7%,i
CCN(CC)CC(=O)Nc1c(C)cccc1C,-0.7%&-5.2%,2%,0%&9%,0.5%&-0.7%,2%,/,-9%&10%,1%&5%&1%,/
Cn1c(C(=O)N2CCCC(C(=O)NCCN3CCOCC3)C2)cc2sccc21 (stereo unspecified),-5.2%,-11%,0%,-1.2%,2%,-0.5%,-2%,-4%,i
COc1ccc(C2C(C(=O)N3CCN(c4ccc(OC)cc4)CC3)c3ccccc3C(=O)N2C)cc1 (stereo unspecified),0.7%,8%,5%,-2.7%,-2%,0.9%,8%,-12%,i
COc1cc(/C=N/Nc2ccc3ccccc3c2)ccc1OC(=O)c1ccco1,-6.4%,-79%,4%,-3.2%,-5%,0.3%,1%,6%,i
Cc1sc2ncn3ncnc3c2c1C,-3.0%,6%,7%,/,-4%,0.8%,3%,2%,i
CCOc1ccccc1N(C(=O)c1snc(C(N)=O)c1N)C(C(=O)NCCC(C)C)c1ccco1 (stereo unspecified),-3.7%,14%,9%,4.6%,3%,0.1%,-9%,0%,i
Cc1ccc(C(=O)N2CCN(c3ncnc4c(C)csc34)CC2)cc1,/,/,-4%,/,4%,-1.2%,12%,-7%,i
Cc1sc2nc(C(C)C)nc(SCC(=O)NCc3ccco3)c2c1C,-6.7%,-17%,-2%,1.9%,-1%,1.5%,16%,2%,i
N=C1SCC(=O)N1c1ncc(Cc2ccccc2Cl)s1,-4.9%,-4%,-5%,8.8%,-3%,-1.5%,8%,-4%,i
O=C(O)CCC(=O)Nc1nc2nccc(-c3ccccc3)n2n1,/,/,2%,/,10%,0.8%,-8%,-8%,i
Cc1ccc(S(=O)(=O)Nc2ccccc2C(N)=O)cc1,-4.4%,-10%,8%,-3.0%,-2%,0.2%,-12%,0%,i
O=C(N/N=C/c1ccc(Br)cc1)c1cc[n+](Cc2ccccc2)cc1,-4.0%,-6%,9%,-1.3%,0%,-0.3%,18%,-5%,i
O=C(O)c1cc(-c2ccccc2)nc2nc(N3CCCCC3)sc12,-4.1%,3%,?,-2.1%,8%,-0.2%,-57%,-17%,i
CCC1(C)Cc2c(sc3nc(SC)[nH]c(=O)c23)CO1 (stereo unspecified),/,/,2%,/,1%,0.1%,9%,-10%,i
CCN(CC)CCCNC(=O)Cn1ncn2cccc2c1=O,-7.0%,0%,7%,6.7%,2%,-0.4%,-7%,-1%,i
O=[N+]([O-])c1ccc(Cl)c(/C=N/n2c(-c3ccncc3)n[nH]c2=S)c1,/,/,-2%,/,-6%,0.5%,-1%,3%,i
CCCSc1nc2c(c(=O)[nH]c(=O)n2C)n1C,-3.2%,-6%,-1%,-0.1%,-5%,-0.1%,-1%,-7%,/
CC(C)Cn1c(N)c(C(=O)COC(=O)c2ccncc2)c(=O)n(C)c1=O,-0.4%,5%,10%,-1.0%,-3%,-0.3%,6%,0%,i

The listing continues:
compound,XIAP antagonists,PMI inhibition,M1AAP inhibition,ER stress rescue,Siah-1 displacement,West Nile virus CPE,M17LAP inhibition,PhoP inhibition,Yfh1-off respiration
O=C(CO/N=C/c1cccc([N+](=O)[O-])c1)NC1CCCCCC1,-2.5%,-3%,2%,12%,0%,-1.1%,2%,4%,i
Cc1nc2nc(SCc3ccc([N+](=O)[O-])cc3)[nH]c2cc1Br,/,/,5%,/,4%,-0.2%,10%,-16%,i
NC(=O)C1(C(N)=O)OC1c1ccccc1 (stereo unspecified),/,/,1%,/,7%,0.2%,-4%,-7%,i
CC(C(=O)NCc1ccccc1)N(CCN1CCOCC1)C(=O)c1snc(C(N)=O)c1N (stereo unspecified),-1.3%,0%,/,2.1%,-2%,/,/,/,/
